From PubChem
Dengue-2 NS5 capping – Dengue-2 NS5 methyltransferase inhibitors, primary screen, biochemical, confirmation dose response (AID 588689); hit rate 0.3% among 340,000; Dengue-2 NS5 methyltransferase capping enzyme assay, biochemical; higher % means a stronger effect; one-dose inhibition, % at 25 µM; IC50 in µM for titrated hits; in the data active means a potency from the dose series; inconclusive means inhibition above about 29% without an active follow-up result
SIAH1 antagonists – Siah-1 peptide-binding antagonists, primary screen, biochemical, fluorescence polarization, rhodamine-plectin, uHTS (AID 1817); Siah-1 / rhodamine-plectin peptide fluorescence polarization; higher % means a stronger effect; displacement, % at 20 µM, or IC50 in µM where a hit was titrated; hit rate 0.02% among 290,000;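 active means displacement of at least 50% at 20 µM, with a fluorescence ratio check between 0.3 and a set limit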;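 further: plate controls were Siah plus tracer with DMSO for no effect and tracer alone without Siah for full effect; strong numbers were not always called active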
RSV CPE inhibition – RSV antiviral activity via CPE protection, HEp-2 cells, primary 10 µM value included (AID 2391). HEp-2 cells, RSV-induced CPE inhibition; higher % means a stronger effect. CPE inhibition, % at 10 µM, or IC50 in µM where a hit was titrated. hit rate 0.13% among 310,000; in the data active means a potency from the dose series; inconclusive means CPE inhibition mostly from about 23% at the one dose, without a potency; inactive means the rest, 99 in 100 with CPE inhibition below about 21%; further: strong numbers were not always called active
AID2073 – disruptors of CaV2.2 binding to Mint1 – biochemical, HTRF (AID 2073) | HTRF protein-protein interaction, Mint1-CaV2.2; higher % means a stronger effect | inhibition, % at 20 µM; hits with a dose series show IC50 in µM | hit rate 0.19% among 290,000; in the data active means inhibition mostly above about 51%, no sharp cut-off; inconclusive means no clear call, values can overlap the other calls; inactive means mostly below about 53%; further: some results filed as inactive read as strong as hits
NTR1 agonist – NTR1-driven beta-arrestin-GFP spot formation – imaging, U2OS cells, high content, primary screen (AID 493036) | agonist mode | P30989 | hit rate 0.17% among 330,000 | activation, % at 20 µM;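 active means activation at or above 40% of the spot to cytoplasm intensity ratio, with at least 20 cells analyzed; inconclusive means wells under 20 cells, flagged as cytotoxic or low count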;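 further: 0% = DMSO without peptide and 100% = 100 nM NTR1 peptide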
Target sequence (P30989 whole entry, looked up): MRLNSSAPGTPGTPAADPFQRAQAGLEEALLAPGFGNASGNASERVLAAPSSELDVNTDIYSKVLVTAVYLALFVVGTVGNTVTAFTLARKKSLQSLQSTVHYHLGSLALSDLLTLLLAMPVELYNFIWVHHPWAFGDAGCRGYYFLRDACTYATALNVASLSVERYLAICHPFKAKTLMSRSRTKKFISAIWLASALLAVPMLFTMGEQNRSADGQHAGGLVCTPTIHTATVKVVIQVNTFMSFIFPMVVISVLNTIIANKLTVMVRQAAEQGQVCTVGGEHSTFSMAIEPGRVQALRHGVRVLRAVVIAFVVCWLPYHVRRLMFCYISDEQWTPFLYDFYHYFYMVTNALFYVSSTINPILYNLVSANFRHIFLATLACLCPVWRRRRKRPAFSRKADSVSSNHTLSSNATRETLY
UTI89 phage lysis – protection from phage-mediated lysis, alamar blue read-out – E. coli UTI89, K1F phage, bacterial capsule biogenesis inhibitors (AID 488966); E. coli UTI89 K1F phage lysis, alamar blue, 2 h; higher % means a stronger effect; inhibition, % at 100 µM; hits with a dose series show IC50 in µM; hit rate 0.02% among 340,000;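 active means phage lysis inhibition, versus mean bacterial control, above a set limit; inconclusive means no clear call, values can overlap the other calls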;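 further: capsule biogenesis inhibitors block K1F phage lysis so surviving cells raise fluorescence; higher fluorescence means more inhibition of phage lysis; actives were called in the ten point dose series up to 300 µM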
West Nile virus CPE – West Nile virus antiviral activity, cell-based, CPE readout (AID 1621). hit rate 0.02% among 290,000. West Nile virus-infected cells, CPE inhibition; higher % means a stronger effect. CPE inhibition, % at 10 µM, or IC50 in µM where a hit was titrated; in the data active means a potency from the dose series; inconclusive means CPE inhibition mostly from about 3.7% at the one dose, without a potency; inactive means the rest, 99 in 100 with CPE inhibition below about 2.2%; further: strong numbers were not always called active
SV40 large T antigen – SV40 large T antigen inhibitors, biochemical (AID 1903); inhibition, % at 20 µM, or IC50 in µM where a hit was titrated; SV40 large T antigen ATPase/helicase inhibition assay; higher % means a stronger effect; hit rate 0.39% among 310,000; in the data active means a potency from the dose series; inconclusive means inhibition mostly from about 32% at the one dose, without a potency; inactive means the rest, 99 in 100 with inhibition below about 32%; further: strong numbers were not always called active
Rac1 GTP hydrolysis – MgcRacGAP GTPase-activating activity inhibitors, confirmation, biochemical, ADP Hunter fluorescence. AID 624330. hit rate 0.6% among 340,000. MgcRacGAP-stimulated Rac1 GTP hydrolysis, ADP Hunter fluorescence; higher % means a stronger effect; GST-tagged Rac1 F28L mutant substrate. inhibition, % at 30 µM, or IC50 in µM where a hit was titrated;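 active means first-screen hits whose inhibition reached a set limit at any dose in the follow-up dose series; inconclusive means inhibition above the set first-screen limit but never retested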;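 further: fluorescence reports GDP produced by GAP-driven GTP hydrolysis; strong numbers were not always called active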
NTR1 agonist cell count 20 µM – recorded beside NTR1 agonist, whose call it bears; cell count; measured here: cell count, cytotoxicity flag
Dengue-2 NS5 capping pilot replicate – recorded beside Dengue-2 NS5 capping, whose call it bears; inhibition, %; measured here: pilot screen replicate inhibition
Starred values were filed as active, the others as inactive; i = inactive; ? = inconclusive; . = not tested or not shown; [ ] = dose if it differs, or a comment. Compounds were not picked by outcome. Share with any hit: about 1.6%.

Start of the listing, in advance:
SMILES	Dengue-2 NS5 capping	SIAH1 antagonists	RSV CPE inhibition	AID2073	NTR1 agonist	NTR1 agonist cell count 20 µM	UTI89 phage lysis	West Nile virus CPE	SV40 large T antigen	Rac1 GTP hydrolysis	others
COCc1[nH]nc2c1C(c1cc(OC)c(O)c(OC)c1)C(C#N)=C(N)O2 (stereo not drawn)	-8.2%	-2.8%	-0.2%	-18.9%	-1.1	110	0.0%	-0.2%	20.5%	4.6%
CC[C@]12c3[nH]c4ccc(OC)cc4c3CCN1C(=O)C(CC(=O)NCc1ccco1)C[C@@H]2C(=O)N1CCN(C(=O)C2CC2)CC1 (stereo partly drawn)	-3.3%	.	.	.	2.3	58	-0.2%	.	.	8.6%

The list itself, previewed entries included:
SMILES	Dengue-2 NS5 capping	SIAH1 antagonists	RSV CPE inhibition	AID2073	NTR1 agonist	NTR1 agonist cell count 20 µM	UTI89 phage lysis	West Nile virus CPE	SV40 large T antigen	Rac1 GTP hydrolysis	others
COCc1[nH]nc2c1C(c1cc(OC)c(O)c(OC)c1)C(C#N)=C(N)O2 (stereo not drawn)	-8.2%	-2.8%	-0.2%	-18.9%	-1.1	110	0.0%	-0.2%	20.5%	4.6%
CC[C@]12c3[nH]c4ccc(OC)cc4c3CCN1C(=O)C(CC(=O)NCc1ccco1)C[C@@H]2C(=O)N1CCN(C(=O)C2CC2)CC1 (stereo partly drawn)	-3.3%	.	.	.	2.3	58	-0.2%	.	.	8.6%
C=CCC(=O)N1CCC(n2nccc2NC(=O)CCOc2ccccc2)CC1	0.0%	0.4%	0.9%	14.6%	-0.5	59	1.0%[50 µM]	-0.3%	-2.5%	10.7%
Cc1ccc2c(n1)sc1c(-c3ccccc3)c(C#N)c(N)nc12	-2.4%	-2.5%	3.2%	-18.5%	2.7	78	4.3%	0.7%	17.3%	7.2%
Fc1ccc(F)c(NC2=NCCCCC2)c1	2.2%	1.6%	1.9%	0.1%	1.4	52	-0.7%	-0.4%	3.9%	0.9%
OCC(O)CN1CCCC1 (stereo not drawn)	.	-1.7%	0.9%	9.3%	0.3	62	.	0.2%	21.6%	.
COc1ccc(NC(=O)C2C3CCC(C3)C2C(=O)O)cc1OC (stereo not drawn)	4.0%	-1.3%	4.2%	-11.1%	-0.2	67	6.0%	-0.9%	-2.3%	7.2%
O=C(COC(=O)c1ccc(O)cc1O)NC1CCCCCC1	0.7%	.	1.2%	.	-0.1	76	-0.3%	.	.	10.0%
Cc1ccc(-c2cc(C(=O)N/N=C/c3ccc(F)cc3)n[nH]2)o1	-3.7%	0.2%	2.7%	15.7%	-1.8	48	0.5%	-0.7%	4.2%	7.0%
COc1ccc(NC(=O)c2ccccc2NC(=O)C2CCCO2)cc1 (stereo not drawn)	-2.1%	1.6%	3.0%	-7.4%	0.1	63	0.1%	0.5%	16.3%	10.5%
NS(=O)(=O)c1ccc(CNC(=O)CCCSc2ccccc2)cc1	1.8%	-3.1%	0.2%	17.1%	-0.1	45	0.1%	0.0%	16.4%	6.1%
O=C(Cc1cccs1)N1CCN(S(=O)(=O)c2ccccc2)CC1	-3.9%	4.4%	2.3%	3.3%	-1.0	45	1.2%[50 µM]	-0.2%	-0.4%	5.9%
O=C(Cn1c(=O)oc2ccccc21)N1CCN(S(=O)(=O)c2ccccc2)CC1	-10.9%	.	2.2%	.	-0.5	83	-0.3%[50 µM]	.	.	3.6%
CN1CCN(c2ccc(-c3cccc(NC(=O)COc4ccc(Cl)cc4Cl)c3)nn2)CC1	1.5%	.	-0.8%	.	1.3	56	1.6%[50 µM]	.	11.0%	4.8%
Cc1cc(NC(=O)COC(=O)C2CCN(C(=O)c3ccc(Cl)cc3)CC2)no1	-8.1%	0.4%	0.3%	7.1%	0.3	46	2.3%	0.4%	21.5%	5.6%
CC(C)OC(=O)CSc1nnc(CNc2ccc(Cl)cc2)n1Cc1ccccc1	0.0%	15.0%	0.7%	-5.7%	2.9	55	-0.5%	0.0%	7.3%	11.7%
CC(=O)N1CCN(CC(c2ccccc2)c2ccccc2)CC1	4.6%	-3.1%	1.1%	5.0%	0.3	59	0.5%	1.0%	-0.4%	12.3%
CCOC(=O)NN1C(=O)c2ccccc2NC1c1ccccc1 (stereo not drawn)	-2.0%	17.5%	0.2%	16.3%	1.0	60	1.6%[50 µM]	-0.2%	12.4%	9.4%
CCOC(=O)C1(CC2CCCCO2)CCN(C(=O)Nc2ccc3c(c2)OCO3)CC1 (stereo not drawn)	7.0%	5.9%	1.6%	-24.4%	0.1	27	-0.8%	-0.7%	-0.2%	8.1%
Cc1cnc(C(=O)OCC(=O)Nc2ccc(Br)cc2F)cn1	2.2%	.	2.2%	.	-0.9	72	0.9%[50 µM]	.	.	1.7%
NC(=O)C1CCN(C(=O)c2ccc(OCC(=O)Nc3cccc(C(F)(F)F)c3)cc2)CC1	-3.0%	.	0.8%	.	1.4	56	1.4%[50 µM]	.	13.5%	6.2%
Cc1c(C(=O)OCC(=O)N2CCCC(C)C2)oc2ccccc12 (stereo not drawn)	-6.7%	.	-0.9%	.	0.7	69	1.5%[50 µM]	.	17.2%	-1.2%
Cc1ccc(NC(=O)COc2ccc(Br)cc2CO)cc1	-1.4%	1.1%	7.6%	46.6%	1.1	71	2.5%	0.1%	0.4%	5.8%
O=C(Nc1c2c(nn1-c1cccc(Cl)c1)CS(=O)(=O)C2)c1ccco1	-9.1%	-4.1%	0.6%	24.0%	2.7	59	0.4%	-0.1%	9.4%	0.9%
CCCCn1c(N)c(N(CC(C)C)C(=O)CCCn2c(=O)oc3ccccc32)c(=O)[nH]c1=O	-16.9%	.	0.6%	.	-0.3	45	1.1%[50 µM]	.	8.4%	6.0%
COC(=O)c1cccc(COC(=O)c2ccc(CS(=O)(=O)c3ccc(C)cc3)cc2)c1	-3.8%	-1.0%	0.1%	?	3.6	80	0.3%	-0.8%	7.2%	5.3%	Dengue-2 NS5 capping pilot replicate=1.2
C/C(=N\NC(N)=S)c1ccc(-n2ccnc2)cc1	1.6%	0.4%	-3.3%	-6.1%	1.0	67	0.2%	0.8%	-2.2%	9.1%
O=C(CC1Oc2ccccc2NC1=O)NCCCN1CCOCC1 (stereo not drawn)	0.7%	1.7%	0.7%	-0.2%	0.7	54	-1.7%	0.1%	-0.9%	7.2%
CC1=NNC(=O)C1CC(=O)N/N=C/C(Br)=C/c1ccccc1 (stereo not drawn)	.	5.7%	.	-11.1%	0.6	60	.	-0.1%	19.3%	.
CCn1c(SCC(=O)NC(=O)NCc2ccco2)nnc1-c1cccs1	-11.4%	0.4%	2.3%	-3.5%	0.7	83	2.0%	0.6%	8.2%	9.2%
COc1ccc(CCNC(=O)CCS(=O)(=O)Cc2ccccc2C)cc1OC	0.7%	0.0%	-0.8%	4.5%	1.4	91	0.2%	-0.1%	-2.6%	3.1%
CCSc1ncc(/C=N/Nc2ccc(Cl)cc2)n1C	1.4%	-3.5%	7.5%	-16.3%	8.9	63	-0.9%[50 µM]	0.4%	1.1%	10.7%
N#C/C(=C\c1c(N2CCC(C(N)=O)CC2)nc2ccccn2c1=O)S(=O)(=O)c1ccccc1	-7.3%	-0.9%	1.2%	-0.9%	-1.6	55	i	0.3%	3.3%	5.9%
CN(CCOc1ccccc1)C(=O)c1ccc2c(=O)n3c(nc2c1)CCC3	-3.6%	.	-0.8%	.	0.2	60	1.5%[50 µM]	.	20.7%	10.1%
COc1cc2c(cc1NC(=O)C(C)OC(=O)C1CC(=O)N(Cc3ccco3)C1)oc1ccccc12 (stereo not drawn)	1.6%	4.4%	16.3%	25.9%	7.0	38	-0.3%	0.2%	2.2%	16.6%
Cc1cc(C)c(S(=O)(=O)N2CCOC2CNC(=O)C(=O)NCCc2ccc(S(N)(=O)=O)cc2)c(C)c1 (stereo not drawn)	4.8%	-2.1%	0.6%	48.4%	1.6	90	0.3%	1.7%	21.0%	-3.4%
CCOC(=O)c1ccccc1NC(=O)CSc1nnc(Cc2cccn2C)n1-c1ccc(F)cc1	-6.4%	3.1%	-2.0%	-4.6%	3.0	73	5.2%	1.5%	5.8%	5.0%
CC(C)(C)OC(=O)NC1CONC1=O (stereo not drawn)	-3.6%	21.4%	0.0%	-7.1%	-0.8	88	0.4%	0.0%	6.5%	0.0%
CN(CC(=O)Nc1cccc(F)c1)C(=O)c1ccccc1-n1cnnn1	-7.9%	.	.	.	-1.0	47	-0.1%[50 µM]	.	.	-5.1%
CCOCCCNC(=O)COc1ccc(OC)cc1	-0.8%	-2.7%	1.9%	0.6%	0.2	99	0.1%	.	8.5%	3.6%
COc1ccc2c(c1OC)C(=O)N1C2SC[C@H]1C(=O)NC1CCCCC1 (stereo partly drawn)	2.9%	-3.3%	1.3%	1.1%	-0.2	94	-2.6%	-0.9%	5.9%	-6.7%
CC1CN(S(=O)(=O)c2cccc(C(=O)OCC(=O)N3CCCCCC3)c2)CC(C)O1 (stereo not drawn)	-11.7%	.	.	.	2.1	57	4.2%	.	.	2.3%
CC(C)N1C(=O)CSC1c1ccc(Br)cc1 (stereo not drawn)	-6.4%	1.6%	1.2%	-9.8%	-1.0	61	0.1%	-0.8%	6.9%	9.2%
CCCNC(=O)c1ccc(N2CCC3(CC2)CC(c2ccccc2)=NO3)c(NC(=O)c2ccccc2)c1	-4.0%	18.4%	-3.2%	9.8%	-2.8	102	8.3%	0.4%	8.7%	1.4%
CCCCn1c(SCC(=O)Nc2cc(C(F)(F)F)ccc2Cl)nnc1C(CC)N(C)C (stereo not drawn)	-8.4%	-4.9%	-0.2%	1.8%	-0.2	69	0.4%[50 µM]	-1.1%	-6.8%	-3.1%
O=C(N/N=C/c1ccc(-c2ccccc2Cl)o1)c1ccccc1	0.9%	1.8%	0.1%	4.1%	5.8	79	0.3%	-1.2%	12.8%	11.6%
N#CC1CCCc2c1[nH]c1ccc([N+](=O)[O-])cc21 (stereo not drawn)	.	6.8%	49.5%	-10.7%	-0.7	54	.	-0.7%	12.7%	.
O=C(N/N=C/c1cc([N+](=O)[O-])ccc1O)C(O)(c1ccccc1)c1ccccc1	-0.8%	-11.4%	3.2%	4.1%	1.3	63	4.4%	-0.7%	-9.9%	1.9%
c1ccc(C2c3[nH]c4ccccc4c3CCN2Cc2cccn2-c2ccccn2)nc1 (stereo not drawn)	-10.7%	-4.2%	16.9%	-1.1%	2.5	66	0.4%[50 µM]	-0.6%	22.6%	1.1%
O=C1Nc2ccc(Br)cc2C1Cc1ccccc1F (stereo not drawn)	-10.1%	-2.7%	8.7%	32.8%	3.4	50	-0.3%	-1.4%	6.5%	6.6%
